Screening data: PubChem BioAssay, several laboratories
Yfh1-off respiration: mitochondrial function rescue without frataxin homolog – Friedreich's ataxia, plus single-dose screen, dose response (AID 1465); S. cerevisiae Yfh1-off respiration, WST-1 reduction, 72 h; higher fold induction means a stronger effect; one-dose fold induction at 50 µM; EC50 in µM for titrated hits; 0.074% of 220,000 active;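 active = fold induction of absorbance versus untreated yeast above a set limit, then at least 30% activation at any dose in follow-up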;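 note: activators that raise dye reduction in frataxin-depleted yeast; strong numbers were not always called active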
P. falciparum M1AAP: malaria alanyl aminopeptidase activity blockers – biochemical, fluorogenic H-Leu-NHMec substrate, 1536-well (AID 1445). one-dose inhibition, % at 30 µM; IC50 in µM for titrated hits. recombinant M1AAP, H-Leu-NHMec fluorogenic kinetic assay; higher % means a stronger effect. 0.42% of 220,000 active;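 active = primary inhibition above the hit cutoff, then over 50% inhibition at one or more dose response concentrations, cut at about 23% in these data, passing the limit was not always enough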;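 note: plate controls were DMSO full reaction for no effect and no enzyme background for full effect; strong numbers were not always called active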
Dynein transport: blocks dynein driven cargo transport along microtubules. z-score, hits read low. AID 1381. 0.47% of 220,000 active. 3617.4 mouse cells, GR-EGFP nuclear translocation imaging; test concentration mostly 20 µM; stimulated with dexamethasone, 1 µM; active compounds read low;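 active = plate z-score of nuclear minus cytoplasmic receptor signal below a set negative limit, without overly bright fluorescence or cell loss, cut at about -3.5 in these data, passing the limit was not always enough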;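 note: z-score of nuclear minus cytoplasmic ring GR-EGFP intensity difference per well; some compounds called inactive have numbers as strong as hits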
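Buffer or medium: Induction medium lacking tetracycline, stripped serum | Also added: Dexamethasone agonist, 1.0 µM final, for 30 min | Timing: 48 h induction, 1 h compound, 30 min dex at 37 °C | Detection: Formaldehyde fixation, Hoechst nuclear stain, 10x automated fluorescence imaging | Measure: Nuclear versus cytoplasmic GR-EGFP signal, averaged per well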
Autophagy HCS: modulators of autophagy; MEF GFP-LC3 puncta imaging; test concentration mostly 10 µM; calls only at 10 µM (by protocol); 0.98% of 190,000 active; AID 463193;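 active = percentage of spot-positive cells more than 3 SD above its plate mean, without a fluorescence outlier flag or 80% toxicity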;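 note: spot-positive cell cutoff set from DMSO-treated cells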
M17LAP inhibition: P. falciparum M17LAP inhibitors, primary screen, biochemical, fluorogenic H-Leu-NHMec substrate, 1536-well (AID 1619). recombinant M17LAP, H-Leu-NHMec fluorogenic kinetic assay; higher % means a stronger effect. 0.38% of 220,000 active. one-dose inhibition, % at 30 µM; IC50 in µM for titrated hits;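 active = compound inhibiting the enzyme by more than half at any dose during confirmatory dose-response retesting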;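 note: plate controls were full reaction with DMSO carrier for no effect and no enzyme background for full effect; strong numbers were not always called active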
Ins promoter up: MIN6 insulin promoter up-regulation. MIN6 insulin promoter-GFP reporter, high-content imaging; active compounds read high. z-score at 5 µM. 0.3% of 190,000 active;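 active = z-score above 3 at 5 µM with at least 500 cells counted in the well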
ER stress rescue: protection against thapsigargin-triggered cell killing – 384-well, CSM14.1, ATP luminescence, primary screen (AID 1222); CSM14.1 thapsigargin-induced death rescue, ATP luminescence; higher % means a stronger effect; one-dose cellular ATP content (survival), % at 20 µM; EC50 in µM for titrated hits; 190,000 tested, under 10 active;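 active = EC50 below 50 µM in the dose-response confirmation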;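 note: death triggered by thapsigargin at about 15 µM added after 2 h compound pretreatment; cell ATP read after overnight thapsigargin exposure of roughly 18 to 22 hours; normalized against plate controls of thapsigargin alone and 5% DMSO vehicle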
Hep lipid drop: hepatic lipid droplet formation modulation; inhibition, % at 6.5 µM; AML12 mouse hepatocytes, oleate lipid droplets, BODIPY imaging; 0.4% of 240,000 active;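 active = lipid droplet intensity inhibited by at least 50%, with more than 500 cells counted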
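Assay system: AML12 hepatocytes (mouse) / Also added: 100 µM oleic acid challenge / Times: overnight treatment with compound plus oleate / Detection: high-content imaging of BODIPY-stained droplets and DAPI nuclei / Evaluation: % inhibition of lipid droplet signal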
MT stabilize HCS: microtubule stabilization, imaging screen; HeLa tubulin immunostaining HCS, 24 h; share of cells brighter than vehicle mean+2SD; % tubulin-high responders, % at 10 µM; 0.83% of 200,000 active; AID 2205;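 active = plate Z-score above 3 for both tubulin-high and condensed-nucleus cell shares, with cell loss under 80%, at 10 µM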;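 note: anti alpha tubulin signal scored within the nucleus-defined area of each cell; some results filed as inactive read as strong as hits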
Dynein transport cytoplasmic EGFP: further read-out of Dynein transport, marked with its call; z-score; measured here: cytoplasmic GR-EGFP intensity; active compounds read high
Dynein transport nuclear GR-EGFP: also measured in Dynein transport; calls as there; z-score; measured here: nuclear GR-EGFP intensity;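 lower value marks the stronger effect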
Dynein transport cell count: further read-out of Dynein transport, marked with its call; z-score; measured here: cell count per field
Ins promoter up cell count: also measured in Ins promoter up; calls as there; cell count; measured here: cytotoxicity, nuclei count;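 total cells summed across four imaged fields per well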
Hep lipid drop cells 6.5 µM: also measured in Hep lipid drop; calls as there; cell count; measured here: cell count, cytotoxicity flag;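 cells counted across two imaged fields per well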
MT stabilize HCS Hoechst-high %: also measured in MT stabilize HCS; calls as there; % Hoechst-high responders; measured here: nuclear condensation Hoechst responders;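 share of cells brighter than vehicle mean plus two SD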
MT stabilize HCS cytotoxicity %: second read-out of MT stabilize HCS, no call of its own (marks repeat the call); toxicity, %; measured here: cytotoxicity by cell density;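 0% = mean cell density of plate MIN control wells and 100% = no cells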
Autophagy HCS cell loss 18 h: recorded beside Autophagy HCS, whose call it bears; toxicity, %; measured here: cell loss, nuclei count;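 cell loss after 18 h compound exposure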
* marks the source's active call; other numbers are inactive results; i = inactive; · = no result given.

SMILES	Yfh1-off respiration	P. falciparum M1AAP	Dynein transport	Dynein transport cytoplasmic EGFP	Dynein transport nuclear GR-EGFP	Dynein transport cell count	Autophagy HCS	Autophagy HCS cell loss 18 h	M17LAP inhibition	Ins promoter up	Ins promoter up cell count	ER stress rescue	Hep lipid drop	Hep lipid drop cells 6.5 µM	MT stabilize HCS	MT stabilize HCS Hoechst-high %	MT stabilize HCS cytotoxicity %
CC(=O)c1c(C)[nH]c(C(=O)Nc2cccc(S(=O)(=O)N(C)C)c2)c1C	i	-0.6%	0.911	-0.341	0.268	-1.04	i	5.9	-1.4%	-1.33	1168	-0.6%	4.6	683	1.6	4.7	2.4
Cc1ccc(-c2nc(C#N)c(NCC3CCCO3)o2)cc1 (centres undefined)	i	7.4%	-0.0708	-0.233	0.276	0.598	i	9.0	-38.2%	·	·	0.0%	8.7	647	·	·	·
CC1Cc2ccccc2N1C1=NS(=O)(=O)c2ccccc21 (centres undefined)	i	0.7%	-0.462	-0.309	-0.177	0.325	i	-0.7	6.0%	1.15	1177	-0.9%	·	·	1.7	2.9	6.6
CCc1ccc(NC(=O)N2CCN(c3ccc(F)cc3)CC2)cc1	i	6.9%	0.315	-0.231	0.286	0.444	i	12.3	-2.6%	·	·	1.8%	-1.7	740	1.0	1.6	1.9
CC(=O)Oc1ccc2c(c1)C(=O)c1ccccc1CO2	i	6.7%	-0.119	0.029	-0.197	0.524	i	-0.1	4.9%	0.51	909	-0.9%	9.5	797	1.5	1.2	4.8
O=C(Nc1cnc2ccccc2c1)N1CCCCC1	i	1.7%	1.99	-0.0643	2.07	-1.41	i	-5.2	7.8%	-0.37	1198	·	·	·	3.3	2.5	0.5
COc1ccc(C(=O)NCc2cn3ccccc3n2)cc1	i	0.8%	1.12	-0.312	-0.119	-1.22	i	7.9	2.5%	·	·	-2.0%	·	·	4.7	3.2	5.2
O=C(C[n+]1ccc(Cc2ccccc2)cc1)Nc1ccc([N+](=O)[O-])cc1Cl	i	-0.6%	-0.419	-0.212	-0.291	0.0106	i	13.1	20.4%	0.07	1104	-1.4%	-3.7	601	2.1	2.0	6.8
C(=C\c1ccncc1)/c1ccccc1	i	3.3%	1.4	-0.257	0.53	-1.06	·	·	-3.6%	0.41	1403	·	2.8	741	·	·	·
COc1cccc(C(=O)/C=C/Nc2cccc(O)c2)c1	i	9.5%	0.675	-0.29	0.742	-0.855	i	-15.3	9.8%	·	·	-9.8%	-3.5	791	1.0	1.0	4.0
CCC1CCCCN1C(=O)Cn1nc([N+](=O)[O-])c(Cl)c1C (centres undefined)	i	-3.5%	2.87	-0.222	1.72	-1.63	i	3.2	-3.1%	-0.23	1317	-0.2%	0.1	699	2.7	1.1	4.0
COC(=O)c1cc2sccc2n1CC(=O)Nc1cccc(SC)c1	i	0.8%	-0.346	-0.166	0.0816	-0.397	i	18.6	0.3%	-0.52	1852	-1.5%	-12.4	663	2.9	2.6	6.2
Cc1ccc(NC(=O)C[n+]2cc(-c3ccccc3)n3c2CCC3)cc1	i	-5.0%	-0.39	-0.142	-0.0607	0.82	·	·	2.3%	-0.01	1083	·	-17.8	719	·	·	·
COc1ccc(CCN2C(=O)NC(NS(=O)(=O)c3ccc(NC(C)=O)cc3)(C(F)(F)F)C2=O)cc1OC (centres undefined)	i	-1.5%	0.874	-0.31	0.888	-0.455	i	8.8	-2.8%	0.43	1559	0.1%	29.7	645	2.8	1.9	3.6
CC(C)(C)NC(=O)NC(=O)CSc1ncc(C(F)(F)F)cc1Cl	i	1.3%	0.335	-0.19	0.564	-0.797	i	-9.0	-10.3%	-0.51	983	0.2%	1.9	745	1.4	1.3	5.4
COc1cc(S(=O)(=O)NCc2ccncc2)c(OC)cc1Cl	i	0.0%	0.933	-0.243	0.695	0.354	i	9.0	2.5%	0.07	1689	0.9%	-6.1	660	2.1	1.2	3.3
S=c1[nH]c2ccc(Cl)cc2[nH]1	i	12.5%	0.392	-0.15	0.111	0.437	i	-0.6	2.0%	·	·	-1.4%	-4.7	755	4.2	2.5	6.1
Cc1cccc(C(=O)Nc2cccc(C(=O)N3CCOCC3)c2)c1	i	5.2%	-0.411	-0.176	0.0779	0.466	i	-6.9	-7.8%	-0.1	881	-1.5%	21.5	811	1.4	1.5	8.0
CCCCCC(=O)c1ccc(O)cc1O	i	-2.6%	-1.07	-0.342	-0.585	0.575	i	-5.4	-0.1%	0.39	1267	-1.2%	2.3	718	3.8	0.8	7.9
CC1Cc2ccccc2N1C(=O)c1cc2c(=O)n3ccccc3nc2n1C (centres undefined)	i	6.1%	-0.157	-0.129	0.0728	-0.282	i	-47.9	-3.9%	-0.1	1562	-3.9%	·	·	3.3	2.6	14.2
O=C(Nc1cccs1)Nc1ccccc1Br	i	1.2%	-1.15	-0.127	-0.476	0.564	i	-27.7	0.4%	·	·	-0.2%	-12.4	705	1.6	1.6	0.4
CC(=O)Nc1ccc2nc(CN3CCN(CC(C)C)C(CCO)C3)ccc2c1 (centres undefined)	i	·	-0.501	-0.229	0.207	0.466	i	-3.8	·	-0.1	1384	-0.8%	2.9	673	1.3	1.3	0.6
COC(=O)c1ccc(COc2ccc(-c3nnn(CC(=O)NC(C)(C)C)n3)cc2)cc1	i	1.2%	-0.546	0.241	-0.447	0.629	i	-3.7	-2.2%	-0.58	1139	-0.8%	-4.0	733	2.8	2.9	4.5
Cc1cc(C)c2c(NC(=S)NC(=O)c3ccccc3)n[nH]c2n1	i	-2.5%	0.0396	-0.284	-0.128	-0.00933	i	5.2	7.1%	0	1549	-0.5%	0.5	680	5.9	1.5	1.4
O=C(Cn1cnc2ccccc2c1=O)N1CCOCC1	i	1.3%	1.23	-0.176	0.59	-0.0627	i	-5.7	8.0%	0.76	1397	-0.9%	·	·	6.1	2.1	7.4
O=C(Nc1ccccc1)C(Cc1cccs1)c1nn[nH]n1 (centres undefined)	i	15.2%	-0.0143	0.492	0.381	-0.997	i	5.2	22.2%	·	·	-1.6%	-2.3	750	2.0	1.1	4.4
COC(=O)[C@H](CCSC)NC(=O)Nc1cc(OC)cc(OC)c1	i	0.0%	-0.323	-0.24	-0.159	0.721	·	·	1.2%	0.12	1170	·	-4.9	656	·	·	·
Fc1ccc(CNc2nc3ccccc3n3nnnc23)cc1	i	4.1%	-1.25	0.193	-0.645	0.834	i	1.6	-4.8%	-0.46	983	-0.7%	·	·	2.1	3.2	8.9

Ordered by length of the SMILES (high to low): 5 of the compounds above
SMILES	Yfh1-off respiration	P. falciparum M1AAP	Dynein transport	Dynein transport cytoplasmic EGFP	Dynein transport nuclear GR-EGFP	Dynein transport cell count	Autophagy HCS	Autophagy HCS cell loss 18 h	M17LAP inhibition	Ins promoter up	Ins promoter up cell count	ER stress rescue	Hep lipid drop	Hep lipid drop cells 6.5 µM	MT stabilize HCS	MT stabilize HCS Hoechst-high %	MT stabilize HCS cytotoxicity %
COC(=O)c1ccc(COc2ccc(-c3nnn(CC(=O)NC(C)(C)C)n3)cc2)cc1	i	1.2%	-0.546	0.241	-0.447	0.629	i	-3.7	-2.2%	-0.58	1139	-0.8%	-4.0	733	2.8	2.9	4.5
Cc1cc(C)c2c(NC(=S)NC(=O)c3ccccc3)n[nH]c2n1	i	-2.5%	0.0396	-0.284	-0.128	-0.00933	i	5.2	7.1%	0	1549	-0.5%	0.5	680	5.9	1.5	1.4
O=C(Nc1ccccc1)C(Cc1cccs1)c1nn[nH]n1 (centres undefined)	i	15.2%	-0.0143	0.492	0.381	-0.997	i	5.2	22.2%	·	·	-1.6%	-2.3	750	2.0	1.1	4.4
O=C(Nc1cccs1)Nc1ccccc1Br	i	1.2%	-1.15	-0.127	-0.476	0.564	i	-27.7	0.4%	·	·	-0.2%	-12.4	705	1.6	1.6	0.4
CCCCCC(=O)c1ccc(O)cc1O	i	-2.6%	-1.07	-0.342	-0.585	0.575	i	-5.4	-0.1%	0.39	1267	-1.2%	2.3	718	3.8	0.8	7.9
